Screens: PubChem, The Scripps Research Institute Molecular Screening Center
PAFAH2 FP inh: PAFAH2 (human) inhibition; 340,000 tested, 0.99% active; inhibition, % at 3.39 µM; Q99487; recombinant PAFAH2, FP-rhodamine activity probe, fluorescence polarization;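 active means inhibition above the mean over all tested compounds plus 3 SD, cut at about 30% in these data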;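 further: inhibitors block probe labeling of enzyme so polarization drops; 0% = enzyme with DMSO and 100% = wells lacking PAFAH2 protein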
PAFAH1B2 inh: inhibitors of human PAFAH1B2; P68402; inhibition, % at 3.39 µM; 340,000 tested, 1.2% active; recombinant PAFAH1B2, FP-rhodamine activity probe, fluorescence polarization;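 active means inhibition above the mean of all tested compounds plus 3 SD, cut at about 24% in these data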;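 further: 0% = enzyme with DMSO and 100% = wells lacking PAFAH1B2; many of its hits are not listed in these tables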
Target sequence (P68402 whole entry, looked up): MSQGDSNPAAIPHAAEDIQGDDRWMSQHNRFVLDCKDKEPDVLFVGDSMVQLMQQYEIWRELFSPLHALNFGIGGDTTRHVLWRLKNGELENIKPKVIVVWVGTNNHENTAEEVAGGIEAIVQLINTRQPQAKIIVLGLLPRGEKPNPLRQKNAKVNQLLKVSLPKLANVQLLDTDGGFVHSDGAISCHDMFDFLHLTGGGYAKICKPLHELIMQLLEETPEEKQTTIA
GSTO1 counter: GSTO1 inhibition, counter-screen for RBBP9 inhibitors; recombinant GSTO1, activity-based probe fluorescence polarization; 300,000 tested, 1.1% active; inhibition, % at 5.96 µM; P78417;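 active means inhibition above the campaign mean inhibition plus 3 SD, cut at about 35% in these data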;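 further: 0% = GSTO1-1 with DMSO and 100% = wells lacking GSTO1-1 enzyme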
Target sequence (P78417 whole entry, looked up): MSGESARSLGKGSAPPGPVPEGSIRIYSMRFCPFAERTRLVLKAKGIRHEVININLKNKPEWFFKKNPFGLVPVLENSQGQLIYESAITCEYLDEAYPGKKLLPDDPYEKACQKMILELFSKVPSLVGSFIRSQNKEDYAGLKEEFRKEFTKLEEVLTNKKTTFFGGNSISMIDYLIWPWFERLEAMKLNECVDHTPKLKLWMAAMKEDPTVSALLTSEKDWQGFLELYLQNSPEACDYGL
PME-1 inh: PME-1 (human) inhibition; Q9Y570; recombinant PME-1, FP-Rh probe fluorescence polarization; inhibition, % at 5.9 µM; 320,000 tested, 0.53% active; AID 2130;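 active means inhibition above the campaign mean of all compounds plus 3 SD, cut at about 26% in these data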;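 further: competitive labeling of PME-1 active site by serine hydrolase directed probe; 0% = PME-1 with DMSO and 100% = wells lacking PME-1 enzyme; inhibitors block probe labeling so polarization falls and inhibition rises; many of its hits are not listed in these tables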
pPAFAH inh: inhibitors of human plasma PAF acetylhydrolase (pPAFAH). Q13093. recombinant pPAFAH, FP-rhodamine probe fluorescence polarization. inhibition, % at 3.39 µM. 330,000 tested, 1.5% active. AID 463082;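 active means inhibition above the mean inhibition across the screen plus 3 SD, cut at about 25% in these data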;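 further: inhibitors block binding of the rhodamine activity-based probe so polarization drops; 0% = enzyme with DMSO and 100% = wells lacking pPAFAH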
PAFAH1B3 inh: PAFAH1B3 (human) inhibition; inhibition, % at 3.39 µM; AID 492972; Q15102; recombinant PAFAH1B3, FP-rhodamine probe, fluorescence polarization; 340,000 tested, 0.28% active;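 active means inhibition above the screen-wide average of all tested compounds plus 3 SD, cut at about 25% in these data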;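 further: 0% = enzyme with DMSO only and 100% = wells lacking PAFAH1B3 protein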
Target sequence (Q15102 whole entry, looked up): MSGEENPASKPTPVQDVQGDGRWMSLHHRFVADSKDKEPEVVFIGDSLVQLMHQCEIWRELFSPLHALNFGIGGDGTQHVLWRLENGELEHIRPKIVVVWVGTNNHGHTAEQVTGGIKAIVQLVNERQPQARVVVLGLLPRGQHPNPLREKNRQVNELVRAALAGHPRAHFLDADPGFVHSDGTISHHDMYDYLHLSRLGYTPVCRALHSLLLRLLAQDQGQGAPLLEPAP
LYPLA1 inh: counter-screen for PME1 inhibitors: inhibitors of human LYPLA1; O75608; recombinant LYPLA1, FP-Rh probe fluorescence polarization; inhibition, % at 5.9 µM; 320,000 tested, 0.16% active;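 active means inhibition above the mean of all tested compounds plus 3 SD, set per campaign, cut at about 14% in these data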;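 further: inhibitors block serine hydrolase probe labeling of LYPLA1 so polarization falls; 0% = enzyme with DMSO and 100% = wells lacking LYPLA1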
Target sequence (O75608 whole entry, looked up): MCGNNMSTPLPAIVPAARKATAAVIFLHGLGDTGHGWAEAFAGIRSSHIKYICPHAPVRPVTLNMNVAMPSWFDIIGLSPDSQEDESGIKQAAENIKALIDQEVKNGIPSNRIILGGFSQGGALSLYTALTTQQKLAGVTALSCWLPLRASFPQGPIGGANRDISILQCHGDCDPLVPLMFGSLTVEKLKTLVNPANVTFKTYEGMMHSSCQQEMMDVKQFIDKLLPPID
PAD4 inh: PAD4 (human) enzyme inhibition | Q9UM07 | recombinant PAD4, RCA probe fluorescence polarization | inhibition, % at 6.36 µM | 330,000 tested, 0.41% active | AID 485272;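 active means percent inhibition above a cutoff equal to the mean of all tested compounds plus 3 SD, cut at about 15% in these data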;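 further: 0% = PAD4 with RCA probe and DMSO and 100% = probe without PAD4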
Fam108B counter: Fam108B inhibition, counter-screen for RBBP9 inhibitors; inhibition, % at 9.51 µM; 300,000 tested, 0.33% active; AID 1947; recombinant Fam108B, FP-Rh probe fluorescence polarization;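 active means inhibition above the screen mean inhibition plus 3 SD, computed separately per campaign, cut at about 18% in these data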;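 further: inhibitors lower polarization as less probe binds the enzyme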
Active calls of the source: *; · = no result given. An excerpt; the hit share may differ from the screen's.

SMILES	PAFAH2 FP inh	PAFAH1B2 inh	GSTO1 counter	PME-1 inh	pPAFAH inh	PAFAH1B3 inh	LYPLA1 inh	PAD4 inh	Fam108B counter
CC(C)NC(=S)N/N=C1\CCCc2ccccc21	0	1	9	6	2	0	5	0	-6
O=S(=O)(NCC1CCCO1)c1cccc2nsnc12 (centres undefined)	7	4	-4	-2	-2	1	2	1	1
NC(=O)CCn1c(C(=O)c2cc(Cl)c(N)c(Cl)c2)c2ccccc2[n+]1[O-]	-2	0	2	3	-1	-2	-1	-3	-4
Cc1cc(OCC(=O)O/N=C(\N)c2ccccc2)ccc1Br	9	4	3	1	1	1	-2	-1	0
Cc1ccc(S(=O)(=O)N(CC(=O)O)Cc2ccccc2F)cc1	5	5	10	4	0	0	1	-3	-1
COc1ccccc1/C=C1\SC(=S)N(CCC(=O)NC2=NCCS2)C1=O	-6	-1	9	3	-1	-3	1	-2	2
CCOc1ccc(Nc2ncnc(N)n2)cc1	5	2	3	1	-10	8	3	1	5
O=C(Nc1ccccc1C(=O)OCc1nnc(-c2ccccc2)o1)c1ccco1	15	5	-4	-3	5	-6	3	2	-3
CCOc1cc(C#N)c(NC(=O)c2cccnc2)cc1OCC	-5	3	7	0	3	8	2	1	-5
Cc1ccc(C)n1-c1cc([N+](=O)[O-])ccc1-n1ccnc1	·	·	6	-4	1	·	1	-3	-4
COc1ccc(OCC(=O)OCC(=O)Nc2ccc(S(=O)(=O)N3CCCCC3)cc2)cc1	2	3	1	-2	22	8	3	-1	3
Cc1cccn2c(=O)c3cc(C(=O)N4CCOCC4)n(C)c3nc12	2	5	2	0	1	2	-1	2	5
O=C(C1CCN(S(=O)(=O)c2ccccc2)CC1)N1CCN(Cc2ccc3c(c2)OCO3)CC1	0	-1	0	18	1	0	0	4	-5
O=C(NC(=O)N1CCCCCC1)c1ccc(Cl)cc1	2	2	-4	2	5	3	1	-5	3
O=C(CSc1nncn1-c1ccccc1)Nc1cc(F)ccc1F	4	4	-1	2	3	3	2	1	-2
CC(=O)Nc1ccc(S(=O)(=O)N[C@@H](C)C(=O)OCC(=O)NC2CCCC2)cc1	5	4	·	-1	3	5	-2	-6	·
CN1CCN(S(=O)(=O)c2ccc(Oc3cccc(C(F)(F)F)c3)nc2)CC1	9	16	8	0	8	9	0	0	-2
CCNS(=O)(=O)c1ccc(CCC(=O)Nc2ccc3c(c2)OCO3)cc1	4	-3	3	0	5	8	0	2	-3
CCOC(=O)[C@@H]1[C@H]2COc3cc(OC)ccc3[C@@H]2N2C(=O)N(c3cccc(Cl)c3)C(=O)[C@@]12C	4	1	2	1	-4	8	-3	2	0
CCSc1nc(-c2ccccc2)cc(=O)[nH]1	-1	-8	·	-9	0	-1	2	3	·
O=S(=O)(NC1CCSc2ccccc21)c1ccccc1 (centres undefined)	1	6	-4	2	7	6	0	-4	0
O=C(c1cccc(NC2=NC3CS(=O)(=O)CC3S2)c1)N1CCN(c2ccc(F)cc2)CC1 (centres undefined)	-5	5	6	0	1	1	-1	-1	-9
CC(=O)N1N=C(c2ccc(Cl)cc2)OC1(C)C	-10	1	0	-1	6	2	0	3	-1
Cc1ccccc1OCC(=O)OCC(=O)Nc1ccc2c(c1)OCO2	4	5	·	·	9	7	·	-1	·
COc1ccc(CC(=O)NNC(=S)NC(=O)c2cccnc2)cc1	2	5	6	1	3	9	-1	1	-2
COc1cccc(/C=N/NC(=O)CN(CCc2ccccc2)S(=O)(=O)c2ccc(NC(C)=O)cc2)c1	-2	1	-8	-10	-2	-13	-12	-7	-5
CC1(C)CC(=O)C2=C(C1)N(CCN1CCOCC1)C1=C(C(=O)CC(C)(C)C1)C2c1cccc(F)c1	1	5	4	28*	-2	-1	2	3	-1
Cc1ccc(-c2nc(C=Nc3cccc(C)c3)c(O)o2)cc1	-2	2	9	-4	0	6	1	-1	2
CS(=O)(=O)N1CCC(C(=O)NCC2CCCO2)CC1 (centres undefined)	0	-7	-3	-2	5	-2	1	1	1
CCCCC1CCCOC(C(=O)NCCNCCO)(C(F)(F)F)C1 (centres undefined)	-4	0	0	1	7	1	0	-2	0
COC(=O)c1sc(SC)c(-c2ccon2)c1C	2	2	-7	3	-2	2	0	-1	2
CC12CCC(C(=O)NCc3ccccc3)(OC1=O)C2(C)C (centres undefined)	-3	3	-8	-4	3	-9	-2	3	3
CC1CCCN(CCCN2C(=O)C3C(C(=O)Nc4ccc(Cl)cc4)C4C=CC3(O4)C2C(=O)NC2CCCCC2)C1 (centres undefined)	20	5	6	2	-2	5	3	-2	1
c1ccc(NC2=Nc3ccccc3CC2)cc1	5	4	-3	-1	1	16	0	0	0
COc1cc(O)ccc1/C=N/NC(=O)c1ccc([N+](=O)[O-])cc1	10	3	11	-2	7	10	5	-1	-3
CC1CCCC(NC(=O)Cn2cc([N+](=O)[O-])ccc2=O)C1C (centres undefined)	-1	1	·	-2	4	4	2	1	·
Cc1ccc2nc(SCC(=O)NCc3ccco3)c(C#N)cc2c1	-4	-3	-11	-8	3	-3	-6	-5	-6
CCC1CCC2(CC1)NC(CO)(CO)CO2 (centres undefined)	5	-1	-5	-14	2	3	-2	0	2
CCCCCCC1CC(/C(C)=N\NC(N)=O)OC1=O (centres undefined)	-4	5	3	-4	4	0	3	4	-3
COC(=O)c1c(NC(=O)C2CC=CCC2C(=O)O)sc2c1CCCCC2 (centres undefined)	13	6	6	1	-5	6	-1	-5	-4
CCOc1ccc(-c2noc(CCC(=O)NC3CCCCC3)n2)cc1OC	0	2	3	-3	1	6	-1	-1	-1
CCN(C(=O)CSc1nnc(C)n1Cc1ccccc1)C1CCS(=O)(=O)C1 (centres undefined)	8	-9	-5	2	-3	5	-2	-1	-2
COc1ccc(OCC(=O)N/N=C(\C)CC(=O)Nc2ccc(NC(C)=O)cc2)cc1	0	4	6	1	0	7	3	-3	1
C[C@]12C(=O)N(c3cccc(Cl)c3)C(=O)N1[C@@H]1c3ccccc3OC[C@@H]1[C@H]2c1ccccc1	2	1	·	·	3	7	·	-3	·
COc1ccc(NC(=S)Nc2ccc(C)c(S(=O)(=O)N3CCCCC3)c2)cc1	·	·	-1	10	3	·	-6	-4	-4
COc1ccc2[nH]cc(CCNC(=O)COc3ccc4ccc(=O)oc4c3)c2c1	0	5	6	2	-1	4	-1	-1	1
CC(=O)Nc1ccc(NC(=O)c2cc(-c3cc(C)c(C)cc3O)n[nH]2)cc1	-6	-1	-6	-7	0	-6	-7	-6	-6
CC1CCCN(CC(=O)Nc2ccc(S(=O)(=O)N3CCCCC3)cc2)C1 (centres undefined)	-4	3	2	1	-3	2	0	-4	2
FC(F)(F)c1ccc(Oc2ccc3ccccc3c2Br)nc1	-4	0	9	-1	-2	0	0	-5	-5
COC(=O)c1cccc(NC(=O)CC2C(=O)NCCN2C(=O)c2ccc(F)cc2F)c1 (centres undefined)	4	4	-4	2	2	7	5	2	1

Entries above marked active in PME-1 inh.
compound | PAFAH2 FP inh | PAFAH1B2 inh | PME-1 inh | pPAFAH inh | PAFAH1B3 inh | PAD4 inh
CC1(C)CC(=O)C2=C(C1)N(CCN1CCOCC1)C1=C(C(=O)CC(C)(C)C1)C2c1cccc(F)c1 | 1 | 5 | 28* | -2 | -1 | 3

The listing continues.
SMILES	PAFAH2 FP inh	PAFAH1B2 inh	GSTO1 counter	PME-1 inh	pPAFAH inh	PAFAH1B3 inh	LYPLA1 inh	PAD4 inh	Fam108B counter
CC1CCCCC1NC(=O)COC(=O)CCC(=O)c1cccs1 (centres undefined)	-1	1	·	-1	5	4	1	2	·
CCOC(=O)c1ccc(NC(=O)C2CC3CCC2C3)cc1 (centres undefined)	·	·	-7	-2	-2	·	-4	-1	-1
O=c1[nH]c(=O)c2nc(-c3ccc(Cl)cc3)cnc2[nH]1	-1	7	9	3	1	-1	-3	-4	-6
Cc1cc(NC(=O)CCC(=O)N(Cc2ccccc2)C(C(=O)NC2CCCC2)c2ccc(C)o2)no1 (centres undefined)	2	2	9	-3	-6	6	1	-4	-5
COc1ccc(NC(=O)CC2C(=O)N(C)C(=S)N2Cc2ccncc2)cc1 (centres undefined)	6	6	-2	-8	3	2	3	3	6
CC(=O)Nc1ccc(NC2=CC(=O)CC(C)(C)C2)cc1	5	-1	2	-5	-5	5	-1	1	6
N#CCC(=O)NC1CCC(CC2CCC(NC(=O)CC#N)CC2)CC1 (centres undefined)	-10	-3	2	-2	-5	-4	-3	-3	2
CC(C)n1c(C(F)(F)F)nc2cc(C(=O)N3CCC(O)CC3)ccc21	-3	3	1	1	2	0	-1	0	3
O=C(Nc1ccnn1C1CCN(Cc2ccc(O)c(Cl)c2)CC1)C1CCCC1	-1	5	8	-6	-7	-8	1	-2	0
Cc1ccc(NC(=O)c2cc(S(=O)(=O)N3CCc4ccccc43)cn2C)cc1	1	1	2	-26	3	8	-16	-6	-26
O=C(CNC(=O)C1COc2ccccc2O1)Nc1ccc(F)c(F)c1 (centres undefined)	0	5	·	·	-1	-2	·	4	·
O=c1n(S(=O)(=O)c2cccc3cccnc23)c2ccccc2n1S(=O)(=O)c1cccc2cccnc12	-14	3	8	9	1	3	-4	-2	-14
CCc1nnc(NC(=O)C2CCCN2C(=O)Nc2ccc(C)cc2)s1 (centres undefined)	5	6	5	-3	-1	-4	-2	-2	-1
C/C(=N/NC(=S)Nc1cccc(C)c1)c1cccc([N+](=O)[O-])c1	4	0	6	12	8	0	1	-1	2
NC(=O)c1cc([N+](=O)[O-])ccc1NCc1ccc(N)cc1	-7	5	2	4	4	14	0	2	0
C=CCn1c(-c2ccc(Cl)cc2)cnc1SC(C)C(=O)NC(N)=O (centres undefined)	-15	0	4	-4	7	3	2	-5	1
CC(C)C(NS(=O)(=O)c1ccccc1)C(=O)N1CCCCCC1 (centres undefined)	6	3	-1	3	-5	2	1	-1	-2
Cc1cccn(Cc2c(F)cccc2Cl)c1=O	1	0	8	1	-12	5	0	-4	0
Cc1cc2cc3c(cc2nc1SCC(=O)N1c2ccccc2CC1C)OCO3 (centres undefined)	-12	-3	-6	-15	-8	-6	-8	-2	-13
CCC(C)(C)C1CCC2(CC1)NC(=O)N(CC(=O)Nc1nc(-c3ccc(C)cc3)cs1)C2=O (centres undefined)	-10	-1	-4	-13	3	-2	-3	-1	-5
Cc1noc(C)c1COC(=O)c1ccc2c(c1)OCCO2	-4	3	-3	-4	-1	-7	-4	0	4
C=CCN(C(=O)c1ccc2snnc2c1)c1ccccc1	-11	11	0	-2	-1	-2	-1	-1	2
COc1ccc(C(=O)n2c(N)nc3ccccc32)cc1OC	-4	4	-2	-3	0	7	1	-1	1
O=C1C2CC=CCC2C(=O)N1Nc1ccccc1 (centres undefined)	1	6	2	-1	-1	3	5	-4	1
COc1cc(C)c(NC(=O)c2cccc(S(=O)(=O)N3CCCC3)c2)cc1OC	-10	2	·	·	3	16	·	1	·
Cc1cccc(C)c1OCc1cc(C(=O)N2CCN(c3ccc(F)cc3)CC2)no1	10	3	3	-6	3	0	0	-4	-3
CC1=C(C(=O)OC(C)C)C(c2c(O)ccc3ccccc23)NC(=O)N1 (centres undefined)	0	2	3	1	2	10	3	7	3
CCc1ccc(C2C(C#N)=C(N)N(N(C)C)C3=C2C(=O)CCC3)cc1 (centres undefined)	5	6	-4	0	12	3	1	-3	2
COc1cc(NC(=O)CN2C(=O)NC(C)(c3ccc(OC(F)F)cc3)C2=O)cc(OC)c1OC (centres undefined)	-2	3	1	-2	1	0	0	0	1
